E-sel inducer – induces E-selectin expression in human endothelial cells; HUVEC E-selectin immunofluorescence imaging; normalized: neutral wells 0, TNF-alpha wells 100; activation, % at 7.58 µM; hit rate 0.37% among 260,000; AID 686992;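 active = mean E-selectin-positive cell signal at least 10% of the positive control, reached in at least 60% of replicates, without over 20% cell loss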;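 also: in these data hits start at about 27%; measured in HUVEC primary endothelial cells; signal is the percent of cells scored E-selectin positive by PE staining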
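assay system = HUVEC, human umbilical vein endothelial cells | input = 3,000 HUVEC seeded per well | medium = EGM-2 growth medium on 0.1% gelatin-coated wells | dosing = one compound dose added by pin transfer | signal = immunofluorescence imaging | read-out basis = % PE-positive cells | control set = TNF-alpha, DMSO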
esBAF inh – inhibitors of esBAF chromatin remodeling in mouse ES cells; AID 602393; hit rate 2% among 350,000; reporter increase, % at 12.5 µM; Bmi1-luciferase knock-in reporter, 24 h; 100% = twice the neutral-well signal; in the data active = activation above about 40%;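 also: 0% = median of the plate's neutral control wells and 100% = double that signal; a rise in the Bmi1 reporter signal indicates esBAF inhibition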
EWS-Fli inh – inhibitors of EWS/Fli oncoprotein transcriptional activity. hit rate 0.67% among 350,000. AID 651661. A673 NR0B1-luciferase reporter, viability-normalised. inhibition, % at 12.6 µM;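 active = mean inhibition of at least 50% after viability correction, with every replicate also passing that limit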;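 also: firefly luciferase signal divided by Alamar Blue viability fluorescence both relative to DMSO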
XiGFP reactiv – activators of X-chromosome reactivation in mouse fibroblasts; XiGFP mouse fibroblasts, % GFP-positive cells imaging, 3 d; cells co-treated with 5-aza-dC sensitizer; scaled so ellipticine positive control = 100%; activation, % at 7.58 µM; hit rate 0.055% among 360,000;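 active = mean normalized replicate activation at least 10% and every replicate at or above 10%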;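 also: 0% = median of on-plate neutral control wells and 100% = ellipticine 6 µM median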
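System: XiGFP fibroblasts, SV40-immortalized. Medium: DMEM plus 5-aza-dC sensitizer. Doses: single point. Timing: 3 d treatment, 15 min room-temperature fixation. Control set: ellipticine 6 µM.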
RAD52 anneal inh – inhibitors of human RAD52 DNA annealing; P43351; recombinant RAD52 DNA annealing, FRET fluorescence; inhibition, % at 18.7 µM; hit rate 0.46% among 360,000; AID 651710;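 active = every replicate showing at least 50% inhibition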
FN deposit inh – fibronectin deposition inhibition; AH1F fibroblasts, Alexa488-fibronectin deposition fluorescence, overnight; inhibition, % at 12.6 µM; hit rate 0.086% among 350,000; AID 743247;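 active = mean inhibition across replicates of 30% or more, regardless of how many single replicates reach that level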;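 also: positive control wells lacked labelled fibronectin entirely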
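Material: AH1F fibroblasts assembling fluorescent fibronectin matrix; amount: 10000 AH1F cells/well; medium: DMEM, 2% serum; reagent: Alexa488-fibronectin, 24 nM final in well; dosing: single compound dose, delivered by pin transfer; incubation: 1 h adhesion, overnight exposure; detection: fluorescence after three HBSS washes, excitation 485 nm, emission 525 nm; measure: fibronectin deposition inhibition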
S100A4 inh HTS – S100A4-myosin IIA interaction inhibition; P26447; inhibition, % at 10.7 µM; AID 652163; S100A4/TAMRA-MyoIIA peptide fluorescence polarization; hit rate 0.14% among 360,000;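 active = mean inhibition of at least 70% across replicates, with every replicate also reaching that level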
Target sequence (P26447 whole entry, looked up): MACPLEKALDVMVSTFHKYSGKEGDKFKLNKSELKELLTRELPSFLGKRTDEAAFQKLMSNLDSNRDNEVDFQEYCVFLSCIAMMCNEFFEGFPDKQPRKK
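Test system: S100A4 monomer protein; Medium: HEPES pH 7.2 with CaCl2, KCl, NaCl, DTT, Triton; Probe or stimulus: TAMRA-labelled myosin IIA heavy-chain peptide probe, 5 nM; Doses: one dose per compound; Times: polarization read 5 min after assay mix addition, stable 5–60 min; Benchmarks: neutral control DMSO, positive control TFP.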
RAD54 inh – inhibitors of human RAD54 branch migration. Q92698. RAD54 Holliday junction branch migration, FAM/BHQ fluorescence. hit rate 0.14% among 360,000. inhibition, % at 10.4 µM;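 active = mean normalized replicate activity at least 40 and at least half of replicates scoring 40 or more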;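 also: 0% = median of neutral control wells and 100% = median of positive control wells; inhibitors cause a drop in the FAM fluorescence signal; in these data hits start at about 50%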
Target sequence (Q92698 whole entry, looked up): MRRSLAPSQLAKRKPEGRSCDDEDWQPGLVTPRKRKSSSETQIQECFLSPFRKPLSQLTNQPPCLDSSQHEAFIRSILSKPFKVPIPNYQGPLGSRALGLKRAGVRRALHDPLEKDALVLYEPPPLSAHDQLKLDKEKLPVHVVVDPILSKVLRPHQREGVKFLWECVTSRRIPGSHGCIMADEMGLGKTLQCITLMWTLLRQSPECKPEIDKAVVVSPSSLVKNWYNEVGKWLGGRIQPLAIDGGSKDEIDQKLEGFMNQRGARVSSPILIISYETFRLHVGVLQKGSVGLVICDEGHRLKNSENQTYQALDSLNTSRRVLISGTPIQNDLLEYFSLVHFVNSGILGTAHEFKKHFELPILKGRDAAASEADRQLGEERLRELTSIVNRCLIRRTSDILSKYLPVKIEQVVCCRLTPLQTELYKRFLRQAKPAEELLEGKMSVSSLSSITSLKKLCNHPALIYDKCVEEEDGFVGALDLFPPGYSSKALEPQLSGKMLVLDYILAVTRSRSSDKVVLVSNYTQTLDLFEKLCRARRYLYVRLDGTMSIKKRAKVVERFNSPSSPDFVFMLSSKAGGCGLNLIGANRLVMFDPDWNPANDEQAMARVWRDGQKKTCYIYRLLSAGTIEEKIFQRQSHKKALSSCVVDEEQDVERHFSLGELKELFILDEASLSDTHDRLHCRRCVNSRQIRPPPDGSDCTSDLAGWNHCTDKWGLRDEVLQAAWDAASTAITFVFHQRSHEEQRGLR
Active calls of the source: *; · = no result given; & = joins results of further samples. Compounds were not picked by outcome; about 3% have a hit in one of these screens.

Each structure is followed by: esBAF inh	RAD54 inh	EWS-Fli inh	FN deposit inh	RAD52 anneal inh	XiGFP reactiv	E-sel inducer	S100A4 inh HTS
C=CCN([C@H](C(=O)OC)C(C)C)S(=O)(=O)CCNCc1ccccc1
 : 2	-3	-2	-10	-18	0.0	-0.1	-44
CCOc1ccc(NC(=O)CN(c2ccc(C)cc2)S(=O)(=O)c2c(C)nn(C)c2C)cc1
 : 1	-10	7	10	-12	0.1	·	0
CN(CC(CC(=O)Nc1nncs1)c1ccccc1)S(=O)(=O)c1ccc(Br)cc1 (stereo unspecified)
 : -7	-5	1	-2	-3	0.1	0.0	1
CC(=O)Oc1c(C)c(C)c2c(c1C)CCC(C)(CCCC(C)CCCC(C)CCCC(C)C)O2 (stereo unspecified)
 : -2	0	1	-6	-9	0.0	-1.9	7
COc1ccc(CNC(=O)C[C@H]2CC[C@@H]3[C@@H](COc4ccc(NC(=O)C5CC5)cc4C(=O)N3C)O2)cc1
 : 3	-2	18	-2	30	-0.1	0.2	9
COCC#Cc1ccc([C@H]2[C@H]3CN(C(=O)CN(C)C)CCCCN3[C@H]2CO)cc1
 : ·	-1	-4	·	-19	0.1	0.1	-18
COc1ccccc1NS(=O)(=O)c1ccc(Br)s1
 : 4	1	·	2	·	·	-0.5	·
COc1ccc(N2CCN(C(=O)c3ccccc3NC(=O)c3ccccc3)CC2)cc1
 : 2	0	1	-1	-4	0.0	-0.2	-3
COc1cc(C(=O)NC2CCN(Cc3ccccc3)CC2)cc(Cl)c1OC
 : 9	5	-2	7	-11	0.4	-0.1	1
CN(C)C(=O)CCc1ccc2c3c([nH]c2c1)[C@]1(CCC2CCCC2)[C@@H](C(=O)N2CCOCC2)C[C@H](CC(=O)NC(C)(C)C)C(=O)N1CC3
 : 6	1	-6	5	1	-0.1	-0.7	-5
O=C(CSc1ccc(-c2ccccc2)nn1)N1CCN(c2ccccc2)CC1
 : ·	5	6	0	-16	0.0	0.1	-6
O=C(NCC1CCCN(C(=O)Cc2ccccc2Cl)C1)c1ccc(F)cc1 (stereo unspecified)
 : 0	-2	·	-8	-15	0.3	1.3	0
CC1(C(=O)NS(=O)(=O)c2cccs2)CCN1C(=O)CC1CCCC1 (stereo unspecified)
 : 7	-11	-3	-1	-14	0.1	-0.2	0
O=C(CSc1nnc(-c2ccc(C(F)(F)F)cn2)o1)Nc1cccc(Cl)c1
 : ·	-1	-102	-3	-6	-0.1	-0.1	1
CC(C)c1nc(SCC(=O)N2CCCCCC2)c2c(=O)n(C)c(=O)n(C)c2n1
 : -2	-16	15	9	-5	0.2	·	-2
CC(=O)C1=C(C)N(Cc2ccc(F)cc2)C(=S)NC1c1ccc(Cl)cc1 (stereo unspecified)
 : ·	·	-1	-12	-23	0.1	-0.2	-5
C[C@@H]1CCCCO[C@@H](CN(C)C)[C@H](C)CN([C@H](C)CO)C(=O)c2cc(NC(=O)C3CCCCC3)ccc2O1
 : 2	·	-3	·	·	0.4	-0.1	·
CC(=O)c1ccc(Cl)c(Cl)c1Cl
 : -5	-1	-4	·	-6	·	·	-1
COc1ccc2c3c(n(C)c2c1)[C@H](CO)N(Cc1ccccc1Cl)CC31CCN(C(=O)CC2CC2)CC1
 : ·	·	-5	-4	-183	0.1	-0.3	6
CCc1ccc(NC(=O)Cn2ccn(-c3cccc(Cl)c3)c(=O)c2=O)cc1
 : -5	-3	-3	18	4	0.2	-0.2	3
CC(C)NC(=O)Nc1cccc2c1O[C@H](CN(C)S(=O)(=O)c1cccs1)[C@@H](C)CN([C@@H](C)CO)C2=O
 : 1	·	-1	·	·	0.3	-3.2	·
Cc1ccc(C(c2sc3nc(C)nn3c2O)N2CCN(CCO)CC2)cc1 (stereo unspecified)
 : 4	0	-1	14	7	0.2	·	1
O=C(CCC(=O)c1cccs1)c1cccs1
 : 13	-4	·	-2	·	·	·	-5
CCN(CC(=O)Nc1c(F)cccc1F)C(=O)c1ccc(NC(=O)CC2SC(N3CCCC3)=NC2=O)cc1 (stereo unspecified)
 : -10	3	-4	2	-9	0.0	0.1	-8
CC(=O)Nc1ccc(/C=N/NC(=O)CNS(=O)(=O)c2ccccc2)cc1
 : ·	·	-24	-3	-5	0.0	0.0	-3
CCN1C(=O)/C(=C/C=C2\N(CC)c3cc(S(=O)(=O)N(C)C)ccc3N2c2ccccc2)SC1=S
 : ·	·	8	-1	-36	0.6	0.7	-114
Cc1cc(C(=O)COC(=O)/C=C/c2ccc(F)cc2)c(C)n1C
 : 1	10	-4	2	-12	0.3	·	0
Cc1ccc(CN(C)C(=O)c2cccc(S(=O)(=O)N3CCc4ccccc4C3)c2)o1
 : 1	4	15	6	-24	0.2	-0.1	-1
CC(C)NC(=O)Nc1ccc2c(c1)C(=O)N([C@@H](C)CO)C[C@H](C)[C@H](CN(C)S(=O)(=O)c1ccccc1)OCCCC[C@H](C)O2
 : 11	1	9&8	-8&-19	-11&3	0.3&-0.2	0.0&0.0	-9&-3
CCC(=O)N1[C@H](CO)[C@H](c2ccc(-c3ccc(F)cc3)cc2)[C@@H]1CNC(C)=O
 : 1	5	-8	10	·	0.0	0.0	·
CSc1ncccc1C(=O)OCC(=O)N1CCN(S(=O)(=O)c2ccc(C)cc2C)CC1
 : -7	4	-7	0	-9	-0.6	-0.3	-1
Cc1nc2ccccc2c(=O)n1/N=C/c1ccc(F)cc1
 : 23	-7	-11	0	-4	-0.1	0.1	-16
Cc1ccc2cc(NC(=O)c3cccc(F)c3)ccc2n1
 : 16	·	-84	-2	2	0.0	·	-6
COC(=O)c1cc(-c2ccc(Br)cc2)on1
 : -3	-1	-4	7	-6	0.2	·	2
COc1ccccc1NC(=O)Nc1nnc(CC(=O)Nc2ccccc2C)s1
 : ·	·	5	-4	-9	0.0	·	-1
C[C@@H]1CN([C@H](C)CO)S(=O)(=O)c2ccc(C3=CCCCC3)cc2O[C@@H]1CN(C)S(=O)(=O)c1ccc(F)cc1
 : -7	7	14	·	9	1.0	-0.5	8
C[C@@H]1CCCCO[C@H](CN(C)S(=O)(=O)c2cn(C)cn2)[C@@H](C)CN([C@H](C)CO)C(=O)c2cc(NS(=O)(=O)c3cccs3)ccc2O1
 : 1	-45	2	·	7	0.2	0.2	2
CCOc1cc(/C=C2\NC(=O)NC2=O)ccc1OC(C)C(=O)O (stereo unspecified)
 : -5	-10	8	-16	-5	0.0	·	0
CCC(CC)C(=O)Nc1cccc(-c2ccc3nncn3n2)c1
 : -3	33	-5	-2	-9	0.1	·	1
COC(=O)C1CCN(C(=O)Cc2c(OC)ccc3cc(Br)ccc23)CC1
 : -9	-6	-4	5	-19	-0.1	1.3	1

Record cards (already shown). Values in the order: esBAF inh | RAD54 inh | EWS-Fli inh | FN deposit inh | RAD52 anneal inh | XiGFP reactiv | E-sel inducer | S100A4 inh HTS
COc1ccccc1NC(=O)Nc1nnc(CC(=O)Nc2ccccc2C)s1 as listed: · | · | 5 | -4 | -9 | 0.0 | · | -1
COC(=O)c1cc(-c2ccc(Br)cc2)on1 as listed: -3 | -1 | -4 | 7 | -6 | 0.2 | · | 2

Next section
Each structure is followed by: esBAF inh	RAD54 inh	EWS-Fli inh	FN deposit inh	RAD52 anneal inh	XiGFP reactiv	E-sel inducer	S100A4 inh HTS
N#CC1=C(N)Oc2n[nH]c(-c3cccnc3)c2C1c1ccc([N+](=O)[O-])o1 (stereo unspecified)
 : ·	8	9	-3	-25	0.4	-0.8	-3
CC(C)CNS(=O)(=O)c1ccc(S(=O)(=O)N2CCN(CCC#N)CC2)cc1
 : -5	1	4	9	0	0.4	-0.1	-2
Cc1ccc(-c2ccccc2[C@H]2[C@@H](CO)N(C(=O)Cc3cccnc3)[C@H]2C#N)cc1
 : ·	·	9	-11	-17	0.3	0.1	19
Cc1nc2ccc([N+](=O)[O-])cc2s1
 : ·	·	-4	-1	-11	0.0	·	-4
O=C1/C(=C/c2cccc([N+](=O)[O-])c2)CCc2ccccc21
 : -12	5	·	2	·	0.7	·	·
CC(=O)c1ccc(N(CC(=O)NC2CCS(=O)(=O)C2)S(=O)(=O)c2ccc(Cl)cc2)cc1 (stereo unspecified)
 : 1	-4	-4	5	-13	0.0	-0.5	0
Cc1ccc(S(=O)(=O)NCC[C@H]2CC[C@H](NS(=O)(=O)c3ccccc3Cl)[C@@H](CO)O2)cc1
 : 7	-4	10	-5	2	0.7	-0.2	7
CCOC(=O)Cn1c(=O)oc2cc(S(=O)(=O)N3CCn4c3nc3ccccc34)ccc21
 : 2	-18	4	9	-20	0.1	-0.1	-11
CN1CCC(=C2c3ccccc3Sc3ccccc32)CC1
 : -8	6	6	-7	19	0.3	0.7	-4
CC(=O)Nc1ccc(NC(=O)c2cc(-c3cc(F)ccc3OCC3CCCO3)n[nH]2)cc1 (stereo unspecified)
 : -5	7	-15	-14	-37	0.0	0.0	5
O=S(=O)(Cc1ccccc1)NCC1CCCN(Cc2ccc3nonc3c2)C1 (stereo unspecified)
 : ·	·	1	4	-19	0.1	0.8	-1
O=C(Cc1ccccc1)NCc1ccccn1
 : 4	-2	-5	-1	-11	0.0	·	-3
CCCNC(=O)N1[C@H](CNC(C)=O)[C@@H](c2ccc(-c3ccccc3)cc2)[C@@H]1CO
 : -3	-1	10	-1	-27	0.0	-0.1	-15
S=C(Nc1ccc(Br)cc1Cl)N1CCN(c2ccccn2)CC1
 : 0	6	·	·	-11	0.2	-0.4	0
CC(NC(=O)COC(=O)CCC(=O)c1ccc(Cl)cc1)c1ccccc1 (stereo unspecified)
 : -2	8	-2	0	-20	0.0	0.5	-2
O=C(CSc1nc2ccccc2[nH]1)Nc1c(F)cccc1F
 : -9	-1	·	3	·	·	0.7	·
Cc1cccn2c(=O)c3cc(C(=O)NCC4CCCO4)c(=N)n(CCc4ccccc4)c3nc12 (stereo unspecified)
 : 3	14	33	-6	37	0.1	·	3
Cc1ccc(NC(=O)CCC(=O)NNC(=O)C(C)(C)C)c(C)c1
 : ·	·	-3	1	0	-0.2	0.1	1
CC(Cn1cncn1)C(=O)N1CCN(S(=O)(=O)c2ccccc2)CC1 (stereo unspecified)
 : 7	-9	1	1	-11	0.1	·	-2
CSc1ccc(/C=C(/NC(=O)c2ccco2)C(=O)N2CCOCC2)cc1
 : ·	-3	-5	1	-6	0.0	0.0	1
O=C(N[C@H](Cc1ccccc1)C(=O)NCC1CCCO1)[C@H]1O[C@@H](n2ccc(=O)[nH]c2=O)[C@H](O)[C@@H]1O (stereo partly specified)
 : ·	·	-2	-4	8	0.0	2.0	-1
CCc1ccc(Cn2nnc(C(=O)NCc3ccccc3OC)c2N)cc1
 : -11	-5	-6	-1	-17	0.3	0.1	-3
O=C1NC(c2ccccc2)=C(c2ccc3ccccc3n2)C(c2ccc(F)cc2)N1 (stereo unspecified)
 : ·	·	7	12	5	0.1	·	-8
CCCc1c(C(=O)NNc2cc(C(F)(F)F)ccc2Cl)cnn1-c1ccccc1
 : ·	·	12	-9	-26	0.1	·	-22
Cc1ccc(-c2ccc3c(c2)O[C@H](CN(C)C(=O)C2CCCCC2)[C@@H](C)CN([C@@H](C)CO)S3(=O)=O)cc1
 : ·	·	13	-12	·	-0.5	-0.2	·
